Screens deposited in PubChem BioAssay by National Center for Advancing Translational Sciences (NCATS).
S-ASM inh: Inhibitors of Secretory Acid Sphingomyelinase (S-ASM): qHTS; Sphingomyelin phosphodiesterase (Homo sapiens), P17405; placental ASM, HMU-PC fluorogenic substrate, 60 min; Potency, µM (top dose mostly 57.5 µM), for inactives: top-dose activity change, negative = inhibition, actives largely listed as inhibitors; 340,000 compounds, 0.006% hits; AID 504937, 2011; also: potency is read from the fitted curve at half-maximal effect
Target sequence (P17405 47-631 limits assumed): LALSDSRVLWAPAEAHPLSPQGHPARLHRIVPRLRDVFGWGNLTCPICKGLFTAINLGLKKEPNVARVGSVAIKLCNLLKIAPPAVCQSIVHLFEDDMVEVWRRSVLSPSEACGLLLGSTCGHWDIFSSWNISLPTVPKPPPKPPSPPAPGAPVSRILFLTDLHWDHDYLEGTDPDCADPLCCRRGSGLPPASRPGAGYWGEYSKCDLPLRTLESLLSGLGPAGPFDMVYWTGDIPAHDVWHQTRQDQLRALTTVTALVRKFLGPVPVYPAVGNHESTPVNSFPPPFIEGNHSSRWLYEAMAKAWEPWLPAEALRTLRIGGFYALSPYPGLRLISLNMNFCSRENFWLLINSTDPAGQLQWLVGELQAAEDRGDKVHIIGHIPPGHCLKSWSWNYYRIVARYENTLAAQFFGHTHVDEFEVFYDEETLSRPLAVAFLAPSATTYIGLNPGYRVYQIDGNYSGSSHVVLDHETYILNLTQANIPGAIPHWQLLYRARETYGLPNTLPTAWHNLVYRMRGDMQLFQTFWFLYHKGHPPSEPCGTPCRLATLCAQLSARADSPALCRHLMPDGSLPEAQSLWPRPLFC
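Human placenta-derived ASM enzyme was preincubated with compound for 10 minutes at room temperature, then given fluorogenic substrate HMU-PC0 (9 uM final) for 60 minutes at 37 °C; a pH 10 stop preceded fluorescence reading at Ex 386/Em 447 nm.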
MBNL1 CUG block: qHTS Assay for Inhibitors of MBNL1-poly(CUG) RNA binding; Muscleblind-like protein 1 (Homo sapiens), Q9NR56; TR-FRET MBNL1-His/biotin-(CUG)12 binding, 665/545 ratio; Potency, µM (titrated, usually from 57.5 µM), inactives show at the highest dose activity change, negative = inhibition, hits mostly inhibitors; 280,000 compounds, 0.036% hits; active = well fitted inhibition curve with a large enough effect in the signal ratio, with a control signal flat, not every such curve was filed as active; inconclusive = small, poorly fitted or top-dose-only effect, or effect the other way, or a change in a side signal; inactive = no such curve, though single readings can be large or run the other way; the % refers to the signal ratio; also: potency is read from the fitted curve at half-maximal effect; % is scaled to controls: 0 for no effect and ±100 for the full control effect
Target sequence (Q9NR56 whole entry, looked up): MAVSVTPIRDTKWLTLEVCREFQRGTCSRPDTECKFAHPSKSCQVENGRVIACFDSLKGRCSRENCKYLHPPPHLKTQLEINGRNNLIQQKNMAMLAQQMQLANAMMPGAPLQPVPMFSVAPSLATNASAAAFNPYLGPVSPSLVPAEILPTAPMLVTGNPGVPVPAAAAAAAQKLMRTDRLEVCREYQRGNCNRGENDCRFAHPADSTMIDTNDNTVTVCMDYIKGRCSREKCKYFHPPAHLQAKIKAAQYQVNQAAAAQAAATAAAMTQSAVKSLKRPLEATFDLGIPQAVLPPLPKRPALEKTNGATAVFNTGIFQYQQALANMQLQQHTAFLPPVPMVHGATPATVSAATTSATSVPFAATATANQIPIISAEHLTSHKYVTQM
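MBNL1-His + Biotin-(CUG)12, cpd titration 92 nM–58 uM; Tb anti-His Ab 0.055 ng/ul, SA-XL665 5 nM (final); 60 min RT; ratiometric 665/545 nm, Ex 340 nm; normalized to buffer and full-complex controls.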
TSG101-PTAP inh: qHTS Assay for Iinhibitors of HIV-1 Budding by Blocking the Interaction of PTAP/TSG101; Tumor susceptibility gene 101 protein (Homo sapiens), Q99816; Fluorescence polarization, FITC-PTAP peptide / Tsg101 binding; Potency, µM (doses to about 115 µM), without a hit: at the highest dose activity change, negative = inhibition, actives largely listed as inhibitors; 340,000 tested, under 10 active; AID 493005, 2010; active = well fitted inhibition curve with a large enough effect in the main read-out, with a control signal flat, not every such curve was filed as active; inconclusive = small, poorly fitted or top-dose-only effect, or effect the other way, or a change in a side signal; inactive = no such curve, though single readings can be large or run the other way; also: potency is read from the fitted curve at half-maximal effect; % of control where 0% means no effect
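Fluorescence anisotropy tracks displacement of a FITC-tagged PTAP peptide (50 nM) from the Tsg101 binding domain (10 uM), following a 20 min room-temperature incubation at pH 7.5.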
TCR act: Activators of T cell receptors: qHTS campaign. 330,000 tested, under 10 active. primary human leukocytes, anti-CD3, IL-2 HTRF, 48 h. AID 504894, 2011. Potency, µM (doses to about 9.22 µM), for inactives: top-dose activation of IL-2 secretion, actives largely listed as activators; also: % of control where 0% means no effect
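IL-2 produced over 48 hr by a-CD3 bead-stimulated primary human leukocytes exposed to compounds was detected with a homogeneous time-resolved FRET immunoassay, 665nm acceptor signal after 320nm excitation.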
Menin MLL FP TR: qHTS Assay for Inhibitors Targeting the Menin-MLL Interaction in MLL Related Leukemias: Competition With Texas Red Labeled MLL-derived Mutant Peptide | O00255 | Potency, µM (series often up to 61.6 µM), for inactives: at the top dose FP activity change, negative = inhibition, usual class: inhibitors | Menin + Texas Red MLL mutant peptide, fluorescence polarization | AID 1768, 2009 | 270,000 compounds, 0.23% hits; active = well fitted inhibition curve with a large enough effect in the polarisation, with a control signal flat, not every such curve was filed as active; inconclusive = small, poorly fitted or top-dose-only effect, or effect the other way, or a change in a side signal; inactive = no such curve, though single readings can be large or run the other way; the % refers to the polarisation; also: potency is read from the fitted curve at half-maximal effect; % of control where 0% means no effect; many of its hits are not listed in these tables
MLL CXXC-DNA inh: qHTS Fluorescence Polarization Assay for Inhibitors of MLL CXXC domain - DNA interaction; Potency, µM (series often up to 115 µM), inactives show at the top dose activity change, negative = inhibition, hits mostly inhibitors; 290,000 compounds, 0.037% hits; AID 2662, 2010; MLL-CXXC / FITC-HOXA9 DNA fluorescence polarization; Histone-lysine N-methyltransferase 2A (Homo sapiens), Q03164; active = well fitted inhibition curve with a large enough effect in the polarisation, with a control signal flat, not every such curve was filed as active; inconclusive = small, poorly fitted or top-dose-only effect, or effect the other way, or a change in a side signal; inactive = no such curve, though single readings can be large or run the other way; the % refers to the polarisation; also: potency is read from the fitted curve at half-maximal effect
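Purified MLL-CXXC (added from a 7 uM solution) was preincubated 5 min at ambient with pinned compounds in 50 mM Tris-HCl pH 7.5, 50 mM NaCl, 1 mM DTT, 0.05% BSA. Fluorescein-labeled HOX-A9 DNA (50 nM solution) followed, 30 min, then polarization read.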
Mito fusion yeast: qHTS Assay for Small Molecule Inhibitors of Mitochondrial Division or Activators of Mitochondrial Fusion; S. cerevisiae fusion-defective mutant growth rescue, CellTiterGlo 48 h; Potency, µM (top dose mostly 46.1 µM), without a hit: at the highest dose growth rescue (activation), hits mostly activators; 320,000 compounds, 0.23% hits;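 also: potency is read from the fitted curve at half-maximal effect; % of control where 0% means no effect; nearly all actives have a fitted effect of over 45% in size; temperature-sensitive fusion mutants such as fzo1-1 at 37 °C on non-fermentable ethanol glycerol medium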
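S. cerevisiae fusion-defective temperature-sensitive mutants (e.g. fzo1-1, mgm1-5) grown 48 h at 37C in YPEG (ethanol/glycerol non-fermentable) medium with 23 nl compound per well; growth rescue read as CellTiterGlo luminescence.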
a7 integrin act: qHTS for Activators of Integrin-Mediated Alleviation for Muscular Dystrophy; alpha7betagal myoblasts, beta-gal FDG fluorescence, 48 h; AID 624291, 2012; Potency, µM (top dose mostly 38.3 µM), for inactives: at the top dose activation, usual class: activators; 350,000 compounds, 0.064% hits;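 also: potency is read from the fitted curve at half-maximal effect; 100% = response of the positive control SU9516; nearly all actives have a fitted effect of over 60% in size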
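Alpha7betagal+/- myoblasts (passage 13) were plated 16-24 hr, then exposed to compounds (1:260 dilution of DMSO stock) for 48 hours at 37C. After MPER lysis, β-galactosidase reporter activity was read as FDG fluorescence (ex 480/em 540) after 30 minutes.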
A-T KAP1 phos: qHTS Assay for Identifying a Potential Treatment of Ataxia-Telangiectasia; […] A-T fibroblasts, KAP-1 phosphorylation AlphaLISA; neocarzinostatin DNA damage 30 min before lysis; Potency, µM (series often up to 57.5 µM), for inactives: top-dose activation, usual class: activators; 320,000 compounds, 0.19% hits; also: potency is read from the fitted curve at half-maximal effect; % of control where 0% means no effect; nearly all actives have a fitted effect of over 45% in size
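ATM-like activity read as KAP-1 phosphorylation via AlphaLISA donor/acceptor antibody pairs after lysis and 6 hr at 25C. Cells were ATM-null patient fibroblasts ([…], hTERT), dosed 60 min, then exposed to the DSB inducer NCS for 30 min.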
TSHR antagonist: Antagonists of the Thyroid Stimulating Hormone Receptor: HTS campaign. Thyrotropin receptor (Homo sapiens), P16473. TSHR-expressing cells, TSH-stimulated cAMP HTRF, 2 h; hits give low values. activity change, negative = inhibition, % at 11.5 µM. 330,000 compounds, 0.2% hits;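 active = activity change below a set negative limit, meaning inhibition stronger than a set level, cut at about -70% in these data; inconclusive = activity change between two set negative limits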; also: % is scaled to controls: 0 for no effect and ±100 for the full control effect
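Competitive HTRF cAMP read-out (cryptate anti-cAMP antibody, cAMP-d2; 30 min, room temperature) in freshly harvested TSHR cells. Compounds added before TSH at EC80 (4nM final), followed by 2 hours' incubation at 37 deg C.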
An asterisk follows results filed as active; ? = inconclusive; / = not tested or not shown; [ ] = another dose, or the depositor's remark. Unless noted, calls follow the shape of the dose curve; as a rule, active = well fitted curve in the direction sought with a large enough effect; inconclusive = small, poorly fitted or top-dose-only effect, or another doubt; inactive = no such curve, though single readings can be large; an effect the other way counts as inactive or inconclusive. Not all compounds are listed; the hit share may differ from the screen's.

SMILES | S-ASM inh | MBNL1 CUG block | TSG101-PTAP inh | TCR act | Menin MLL FP TR | MLL CXXC-DNA inh | Mito fusion yeast | a7 integrin act | A-T KAP1 phos | TSHR antagonist
O=c1c2ccccc2nc2n1CCS2(=O)=O | 1% | -5% | -1% | -5% | / | -5% | -17% | -37% | -20% | -2
COc1ccc(NC(=O)c2cccc(NC(=O)c3ccccc3)c2)cc1 | -10% | 1% | -7% | 3% | 2% | 77%[activator] | -3% | 17% | -4% | -9
CCc1ccc2nc(Nc3ccc(OC)cc3OC)c(C#N)cc2c1 | -7% | 4% | -7% | -20% | ? | -2% | 3% | ? | 6%[11.5 µM] | -3
CCc1ccc(/C(C)=N/Nc2cc(Cl)nc(C)n2)cc1 | -7% | 11% | 0% | 1% | -5% | 2% | -9% | -1% | 6% | -6
OC1(c2ccc(Cl)cc2)CCN(Cc2nc(-c3cnccn3)no2)CC1 | -1% | 0% | 1% | 3% | 2% | 3% | -2% | 4% | 3% | -9
COc1ccc(/C=C/C(=O)NCCCNC(=O)/C=C/c2ccc(OC)c(OC)c2)cc1OC | -1% | / | -1% | -6% | / | / | / | 0% | / | /
Cc1nc2ccccn2c1/C(O)=C1\C(=O)C(=O)N(CCN2CCOCC2)C1c1cccnc1 (stereo not drawn) | -2% | 4% | -5% | 6% | 11% | 0% | 0% | 6% | -2% | -5
CCOc1cc(CNCCSc2nnnn2C)cc(Br)c1OCc1ccccc1 | -8% | -5% | -9% | 7% | 29% | 8% | 0% | -47%[inhibitor] | 3% | 2
O=C(O)c1ccc(NCc2cccnc2)cc1 | 0% | -7% | -7% | -6% | 2% | 4% | -4% | 3% | -3% | 8
CCN(CC)C(=O)CSc1nnc(CCCCCNC(=O)OC(C)(C)C)o1 | 4% | -15% | -1% | -4% | -6% | -7% | 1% | -4% | 2% | 6
CS(=O)(=O)N(CC(=O)N1CCN(Cc2ccccc2)CC1)c1cccc(F)c1 | 0% | -4% | -3% | 2% | -16% | -12% | -1% | 9% | 9% | 2
COc1ccc(S(=O)(=O)N2CCc3ccccc32)cc1C(=O)NCc1ccco1 | 0% | / | 0% | 4% | / | / | 4% | ? | 6% | 16
COc1ccc(CN2CCNC(=O)C2CC(=O)N(C)CCC2CCOCC2)cc1OC (stereo not drawn) | 9% | -3% | -3% | 1% | / | 5% | 1% | -38% | 11% | 6
CC(OC(=O)CCN=C1NS(=O)(=O)c2ccccc21)C(=O)N(C)C1CCCCC1 (stereo not drawn) | 3% | / | -1% | 0% | / | / | -1% | 6% | -1% | -7
CN(CC(=O)Nc1ccc(F)c(F)c1F)C(=O)C1=COCCO1 | -2% | -3% | -1% | 0% | / | -12% | 1% | ? | 10% | -3
Cn1nc(C(=O)OCC(=O)Nc2ccc(S(N)(=O)=O)cc2)c2ccccc2c1=O | 1% | -3% | -3% | 4% | / | -1% | 9% | -21% | -4% | -10
COc1ccc(/C=N/Nc2nnc(Cc3ccc(OC)c(OC)c3)c(=O)[nH]2)cc1 | -15% | 5% | 0% | 0%[46.1 µM] | -10% | -3% | -3% | 29% | -7% | -3
O=C1c2[nH]nc(-c3ccccc3O)c2C(c2ccccc2)N1Cc1ccco1 (stereo not drawn) | -16% | -9% | -9% | -2% | ? | 3% | -4% | 11% | -6% | -6
O=S(=O)(c1cc(Cl)ccc1Br)N1CCOCC1 | -1% | 2% | -4% | 0% | -13% | 2% | 8% | 15% | -2% | -2
C/C=C/c1ccc(OCCn2nnc3ccccc32)c(OC)c1 | -16% | -1% | 1% | 2% | -21% | 16% | 5% | 5% | 0% | -7
Cc1ccc(C(=O)N2CCOCC2)cc1S(=O)(=O)N1CCCC1 | 2% | -5% | / | 1% | / | 11% | 1% | -15% | 5% | -4
CCC(c1nnnn1Cc1ccco1)N(CCc1ccccc1)Cc1cc2ccc(OC)cc2[nH]c1=O (stereo not drawn) | 0% | 20% | 1% | 4% | 4% | -19% | 22% | 22% | 2% | -10
CCCCNC(=O)CN(CCc1ccccc1)S(C)(=O)=O | 4% | -11% | -2% | 6% | -1% | 15% | 0% | 4% | / | 8
CC1(C)CC(N2CCCC2)=CC(=[N+]2CCCCC2)C1 | 0% | -4% | -3% | 8% | -11% | 25% | 3% | -46%[inhibitor] | -5% | -3
CCN(CC(=O)NCc1cccs1)C(=O)COc1cccc(C(F)(F)F)c1 | 7% | / | 0% | 2% | / | / | -3% | -29% | 11% | -5
COc1ccc(C)cc1N(C(=O)CNC(=O)c1ccco1)C(C(=O)NC1CCCC1)c1cccnc1 (stereo not drawn) | 5% | -9% | -12% | -3% | -5% | -1% | -1% | 15% | 0% | -1
CC1CCC(NC(=O)C2CCN(S(=O)(=O)c3ccc4nc5c(c(C(=O)O)c4c3)CC(C)CC5)CC2)CC1 (stereo not drawn) | 4% | -8% | -6% | -5% | 18% | -5% | -2% | -23% | 1% | 12
CCCN1C2=NCCN2c2ccccc21 | -1% | 9% | -4% | 4% | 7% | -3% | 3% | 2% | 2% | -2
Cc1ccc2c(c1)C(=O)C(=O)N2CC(=O)Nc1ccccc1NC(=O)c1ccccn1 | -1% | 20% | 2% | -2% | / | 8% | 4% | -23% | -12% | -1
C(=C\c1ccccc1)/CNn1cnnc1 | 2% | -12% | -2% | 3%[46.1 µM] | 4% | 1% | 2% | 10% | 22% | 13
O=[N+]([O-])c1ccc(C(=S)N2CCCC2)cc1 | -6% | ? | 0% | -7% | -3% | -27% | -4% | 7% | 2% | 9
CCOC(=O)c1[nH]c2ccc(F)cc2c1NC(=O)c1ccccc1C(=O)O | 262%[activator] | ? | -1% | -5% | 15% | ? | 3% | 0% | -4% | 0
Cc1cc2c(N=NC(=O)C3CC3c3ccccc3)c(O)[nH]c2cc1Br (stereo not drawn) | -17% | / | -1% | 3%[46.1 µM] | -6% | 5% | 16% | 11% | 8% | -6
C=C1CSc2nc3ccccc3c(=O)n21 | 6% | 5% | -2% | 4% | 6% | 4% | -1% | 4% | / | /
CC(C)=CCC1=C(OCC(=O)O)C(=O)c2ccccc2C1=O | 8% | ? | -2% | -4% | ? | ? | -52%[inhibitor] | ? | ? | 31
COc1cccc(Cn2c(Oc3ccccc3)nc3c2c(=O)n(C)c(=O)n3C)c1 | -3% | -1% | -6% | 6% | ? | -1% | 2% | 12% | 2% | -1
CC(C)(C)C(=O)COC(=O)c1ccc(O)cc1 | 2% | 0% | -2% | -3%[46.1 µM] | 1% | -6% | 0% | -3% | -1% | 5
CSc1nc2ccc(NC(=O)c3cccs3)cc2s1 | -1% | / | 0% | -4% | / | / | / | ? | 16% | -5
CNC(=O)C(NC(=O)c1ccccc1)=C(C)C | -1% | 5% | -1% | 3% | / | -1% | -8% | -23% | 9% | 13
Cc1cc2nc(-c3ccc(SCC(=O)Nc4nccs4)nc3)[nH]c2cc1C | 16% | / | 1% | -2%[46.1 µM] | -2% | 1% | 0% | -66%[inhibitor] | 0% | -16
COc1ccc(C(=O)NCc2ccc(N3CCN(C)CC3)cc2)cc1 | 7% | -1% | 0% | 0% | -15% | 1% | -1% | 0% | -4% | 24
CCC(=O)Nn1c(C)nnc1C | 0% | 12% | 1% | 4% | 5% | -6% | -1% | -1% | 9% | -1
Cc1cc(Nc2ccccc2)n(-c2cccc(Cl)c2)n1 | -9% | 3% | -1% | 2% | / | 7% | 1% | -3% | -3% | 8
CCCCc1c(C)[nH]c(=S)[nH]c1=O | 1% | -1% | -1% | 0% | 15% | 4% | -7% | 0% | 6% | 3
